Mtb FBA inh – Mtb FBA enzyme inhibitors, primary screen, biochemical, fluorescence, strain H37Rv; purified M. tuberculosis FBA, fluorescence read-out; inhibition, % at 1 µM; 360,000 compounds, 2.3% hits; AID 588726, 2011; in the data active = inhibition above about 27%;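 also: 0% = vehicle and 100% = reference inhibitor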
Target sequence (P9WQA3 whole entry, looked up): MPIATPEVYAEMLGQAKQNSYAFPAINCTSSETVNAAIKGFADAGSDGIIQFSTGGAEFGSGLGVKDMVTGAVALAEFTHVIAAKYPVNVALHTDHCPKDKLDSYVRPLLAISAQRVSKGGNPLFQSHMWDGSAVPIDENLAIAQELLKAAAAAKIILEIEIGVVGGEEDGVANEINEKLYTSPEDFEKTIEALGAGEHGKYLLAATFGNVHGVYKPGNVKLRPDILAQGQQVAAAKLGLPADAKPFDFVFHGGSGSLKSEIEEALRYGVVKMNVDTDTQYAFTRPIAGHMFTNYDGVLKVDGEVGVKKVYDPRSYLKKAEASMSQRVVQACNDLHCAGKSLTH
Mtb BioA inh – M. tuberculosis BioA enzyme inhibitors, primary screen, biochemical, plate reader, single point, HTS | 7,8-diaminopelargonic acid synthase BioA (Mycobacterium tuberculosis) | purified M. tuberculosis BioA enzyme | inhibition, % at 9.99 µM | 360,000 compounds, 0.096% hits | AID 602481, 2012; in the data active = inhibition above about 40%; inconclusive = no clear call, values can overlap the other calls
CCHFV vOTU inh – CCHFV vOTU protease inhibitors, primary screen, biochemical, Pep-AMC substrate, fluorescence. AID 651958, 2012. 370,000 compounds, 0.55% hits. Crimean-Congo hemorrhagic fever virus L polyprotein viral ovarian tumor (vOTU) protease …. inhibition, % at 11.5 µM; also: 0% = vehicle wells with enzyme and 100% = no enzyme wells
FadD28 binding – inhibitors of FadD28 bisubstrate probe binding, primary screen, biochemical, fluorescence polarization, single point; Mycobacterium tuberculosis FadD28 fatty-acid-AMP ligase; inhibition, % at 12.5 µM; 360,000 compounds, 0.22% hits; AID 588549, 2011; in the data active = inhibition above about 8.5%, passing the limit was not always enough; inconclusive = no clear call, values can overlap the other calls
BoNT-F LC inh – BoNT/F light chain protease inhibitors, primary screen, biochemical, flow cytometry, MLPCN library; Multiplex microsphere protease cleavage assay; Botulinum neurotoxin type F light chain protease (Clostridium botulinum); 360,000 compounds, 0.22% hits; inhibition, % at 10 µM; in the data active = inhibition above about 35%, passing the limit was not always enough; inconclusive = no clear call, values can overlap the other calls; also: plate controls were buffer without enzyme for full effect and enzyme alone for no effect
MazEF act – activators of E. coli MazEF toxin-antitoxin RNase, primary screen, biochemical, fluorescence, uHTS | FAM/BHQ RNA-DNA oligo cleavage fluorescence, 5 h | AID 504720, 2011 | 350,000 compounds, 0.32% hits | activation, % at 20 µM; in the data active = activation above about 50%
Target sequence (P0AE70 whole entry, looked up): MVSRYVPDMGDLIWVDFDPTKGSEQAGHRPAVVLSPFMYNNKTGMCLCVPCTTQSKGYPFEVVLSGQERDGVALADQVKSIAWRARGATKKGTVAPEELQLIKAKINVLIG
UGM FP inh – M. tuberculosis UGM enzyme inhibitors, primary screen, biochemical, fluorescence polarization, single point | AID 504406, 2011 | purified UGM, fluorescence polarization probe displacement | UDP-galactopyranose mutase (Mycobacterium tuberculosis (strain ATCC 25618 / H37Rv)), … | 320,000 compounds, 0.06% hits | inhibition, % at 10 µM; in the data active = inhibition above about 10%, passing the limit was not always enough; inconclusive = no clear call, values can overlap the other calls
Target sequence (P9WIQ1 whole entry, looked up): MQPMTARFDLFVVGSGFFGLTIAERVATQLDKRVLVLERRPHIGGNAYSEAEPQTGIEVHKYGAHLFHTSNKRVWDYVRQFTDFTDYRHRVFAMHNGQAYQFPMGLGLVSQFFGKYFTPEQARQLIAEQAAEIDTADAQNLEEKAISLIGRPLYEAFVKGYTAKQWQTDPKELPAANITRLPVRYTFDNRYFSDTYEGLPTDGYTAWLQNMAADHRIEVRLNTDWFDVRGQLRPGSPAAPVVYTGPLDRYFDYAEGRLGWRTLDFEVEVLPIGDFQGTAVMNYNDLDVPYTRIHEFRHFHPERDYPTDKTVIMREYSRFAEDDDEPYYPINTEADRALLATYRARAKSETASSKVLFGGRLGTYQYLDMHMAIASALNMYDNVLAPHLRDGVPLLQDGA
Rv3671c inh – Rv3671c serine protease inhibitors, primary screen, biochemical, fluorescence polarization, M. tuberculosis H37Rv. P9WHR9. AID 2606, 2010. 320,000 compounds, 0.048% hits. inhibition, % at 5.96 µM; in the data active = inhibition above about 38%;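 also: extracellular domain of Rv3671c used as enzyme; 0% = enzyme with DMSO and 100% = no enzyme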
VHR inh abs – VHR1 phosphatase inhibitors, primary screen, biochemical, absorbance, uHTS; inhibition, % at 13.3 µM; Dual specificity protein phosphatase 3 (Homo sapiens), P51452; 290,000 compounds, 0.52% hits; recombinant VHR phosphatase, pNPP absorbance; in the data active = inhibition above about 50%; also: some compounds called inactive have numbers as strong as hits
Target sequence (P51452 whole entry, looked up): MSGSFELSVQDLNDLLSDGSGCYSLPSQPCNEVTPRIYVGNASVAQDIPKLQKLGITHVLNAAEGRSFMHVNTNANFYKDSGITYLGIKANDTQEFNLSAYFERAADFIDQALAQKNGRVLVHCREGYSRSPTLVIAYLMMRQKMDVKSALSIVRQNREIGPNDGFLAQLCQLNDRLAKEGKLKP
GDH-TPI inh – GDH-TPI coupling enzyme inhibitors, primary screen, artefact control for M. tuberculosis FBA inhibitor project, biochemical, absorbance, full deck | GDH-TPI coupled enzyme counterscreen, NADH absorbance | inhibition, % at 4.8 µM | 360,000 compounds, 1.2% hits | AID 588335, 2011;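 also: 0% = DMSO wells and 100% = wells lacking the enzyme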
* hit, by the source's call; ? = inconclusive; / = no result given; + = active, no number. Rule as the data show it, unless noted: active = inhibition above about 30%; inactive = the rest. Not a hit list; 4.9% or so of the library scored in one or more.

SMILES	Mtb FBA inh	Mtb BioA inh	CCHFV vOTU inh	FadD28 binding	BoNT-F LC inh	MazEF act	UGM FP inh	Rv3671c inh	VHR inh abs	GDH-TPI inh
O=C(C1CCC1)N1CCc2cc(S(=O)(=O)NC3CCCc4ccccc43)ccc21 (stereo not drawn)	0	-1.7	-16	-4.1	0	-1	-2.5	3	6	5
Nc1nc(Nc2ccccc2F)nc(N2CCCC2)c1[N+](=O)[O-]	0	3.4	11	-0.4	20	5	0.1	-2	6	12
CC(C)(C)c1nc2scc(-c3ccc(Cl)cc3)c2c(=O)o1	1	-1.1	5	-0.3	-29	5	1.1	-6	23	10
CCC(C(=O)Nc1ccncc1)c1ccccc1 (stereo not drawn)	-3	/	8	-0.6	5	0	-0.8	3	-11	8
COc1ccc(Br)cc1CN(C)C(=O)C1CC(=O)N(C2CCCC2)C1 (stereo not drawn)	0	-0.1	-8	-0.9	-2	-3	-1.4	-3	/	3
O=C(NCc1ccccn1)C1CCC(=O)N(Cc2ccc(Cl)cc2)C1 (stereo not drawn)	-2	-3.9	-12	1.2	6	4	-3.1	-10	33	-7
C=CC[C@H](CC(=O)OC(C)(C)C)C(=O)OC[C@@H]1CCCN1C(=O)[C@@H](CC=C)CC(=O)N[C@H](CO)Cc1ccccc1	0	3.1	8	-3.0	-6	1	2.1	2	/	12
Cn1c(NC(=O)c2ccc(S(=O)(=O)N3CCCCC3)cc2)cc(=O)n(C)c1=O	2	-1.3	-4	-4.0	3	7	1.0	-3	7	0
COc1ccc(CCNc2nc(C)cc(=O)[nH]2)cc1OC	1	-0.8	8	-0.3	-24	-7	-2.6	-12	/	5
O=C(O)C(CCCCN1C(=O)c2ccccc2C1=O)N1C(=O)c2ccccc2C1=O (stereo not drawn)	0	1.0	0	-3.9	-5	5	3.5	6	-4	-9
COc1ccc(OC)c(NC(=O)CCN2CCN(Cc3ccccc3)CC2)c1	2	18	-9	-3.2	-8	3	-2.1	2	15	9
CC(Nc1cccc(F)c1)C(=O)Nc1ccc(S(N)(=O)=O)cc1 (stereo not drawn)	1	/	-7	-1.9	0	9	2.4	-5	23	0
CCOc1ccc(OCC(=O)OCC(=O)N2CCN(S(=O)(=O)c3ccc(C)cc3C)CC2)cc1	0	-3.2	10	0.4	-12	-10	/	/	/	-5
CCn1cc2nc(SCC(=O)Nc3ccc(F)cc3F)n(Cc3ccccc3)c(=O)c2n1	-1	20	17	-3.3	0	9	-0.2	-6	11	2
O=C(Cc1c[nH]c2ccccc12)NNCc1ccc(N(CCCl)CCCl)cc1	4	-2.6	-5	1.4	-18	0	/	/	/	6
CS(=O)(=O)N1CCc2cc(C(=O)Nc3ccc(Br)cc3)ccc21	-1	-1.5	-3	-4.0	23	10	-2.1	-2	20	-5
COC(=O)C(C(=O)OC)[C@@H]1C=C[C@H](C[N+](=O)[O-])N(C(C)=O)C1	-3	2.7	-6	-2.7	-2	12	/	/	/	-1
CC1CN(CCC(=O)Nc2ccccc2F)CC(C)O1 (stereo not drawn)	3	1.7	3	0.3	27	5	0.0	1	13	-12
O=C(CC(c1cccs1)S(=O)(=O)c1ccccc1)c1ccc(F)cc1 (stereo not drawn)	-3	/	-4	0.4	-1	-1	-0.1	-1	-5	4
CC(C)c1nnc(NC(=O)c2nc(S(=O)(=O)Cc3ccccc3)ncc2Cl)s1	-2	-1.3	12	-0.7	4	3	-0.9	-7	-26	3
CSC1=N/C(=C\c2ccc(Br)o2)C(=O)S1	3	-0.1	10	0.1	-12	15	-2.8	-5	30	6
CC1CCCN(S(=O)(=O)c2cccc([N+](=O)[O-])c2)C1 (stereo not drawn)	1	-0.6	-3	-0.8	17	-1	1.5	7	0	11
CCCCOC(=O)c1ccccc1N1C(=O)C2C3CCC(C3)C2C1=O (stereo not drawn)	-1	3.1	11	-1.4	-9	6	1.3	-3	-5	-2
CCCCNS(=O)(=O)c1cccc(NC(=O)[C@@H]2O[C@H](CO)[C@H](O)[C@H](O)[C@H]2O)c1	-1	0.8	-1	-4.7	0	/	/	/	/	-5
CC1CCCCN1C(=O)CCc1nnc(Cc2c[nH]c3ccccc23)o1 (stereo not drawn)	1	/	-12	-4.9	0	-26	1.3	2	21	-5
CCOc1cc(C=O)ccc1OCCn1c([N+](=O)[O-])cnc1C	0	-0.1	7	-0.8	6	3	-0.8	4	17	14
O=C(COc1ccc(-c2ccccc2)cc1)N/N=C/c1cccnc1	-4	-0.6	11	-3.6	-7	0	0.0	-10	12	-4
Cc1cc(NCCCN(C)C)n2c(nc3ccccc32)c1C#N	+	-0.3	-185	0.2	11	3	-1.5	1	/	5
Cc1ccc(NC(=O)CSc2nc3[nH]ncc3c(=O)[nH]2)c(C)c1	3	/	5	-2.7	-4	0	4.2	12	22	7
O=C(c1ccc(CSc2ccc(Cl)cc2)cc1)N1CCOCC1	0	/	0	-1.8	4	2	3.3	-1	21	-2
Cc1ccc[n+](-c2nc([O-])sc2/C=N/Nc2ccc([N+](=O)[O-])cc2)c1	-5	0.9	13	-2.6	/	-28	2.0	0	0	5
Cc1cc(CNC(=O)CC2C(=O)NCCN2Cc2ccc(-c3ccccc3)cc2)nn1C (stereo not drawn)	7	0.6	-2	-0.8	-7	-8	-0.2	-3	23	18
COC(CCN(C)C)(c1ccccc1)c1ccccc1	1	0.4	-4	-2.1	-12	9	3.6	-9	-2	-5
O=C(O)c1ccc(C=NN=Cc2ccco2)cc1	3	/	15	-2.3	-4	1	/	/	/	20
CCOc1ccc(OCC(=O)Nc2nccs2)cc1	3	/	/	0.3	-5	-7	3.6	5	36	8
Cc1ccc2[nH]c3c(NCc4ccco4)ncnc3c2c1	42*	6.3	-30	-3.9	-10	-4	-1.4	-3	17	10
O=C(Nc1ccc2c(c1)OCCO2)C(C1CC1)N1CCC(Cc2ccccc2)CC1 (stereo not drawn)	0	-0.3	2	-3.4	-2	/	/	/	/	/
CCn1c(SCC(=O)Nc2ccccc2C)nc2nc3c(cc2c1=O)COC(C)(C)C3	0	/	-9	-2.5	?	5	1.1	-10	13	3
Cc1cccc(NC2=CC(=O)CC(C)(C)C2)c1C	1	/	6	0.6	-8	0	-0.6	5	6	1
COc1ccc(/C=N/NS(=O)(=O)c2ccc(C)cc2)cc1OC(=O)c1ccc(C)cc1	3	2.2	22	-1.6	16	-5	-0.1	-96	15	3
CC(NC(=O)c1ccc(Br)o1)C1CC2CCC1C2 (stereo not drawn)	3	0.5	-8	-1.0	-5	5	-2.5	1	17	6
COc1ccccc1OCCNC(=O)CN1C(=O)NC2(CCCCC2)C1=O	-3	1.2	1	-2.6	-4	1	1.1	-8	/	-5
CCOC(=O)Cc1csc(NC(=O)CSc2nnc(C)n2C)n1	2	-4.1	7	-1.0	6	2	-2.8	11	17	1
Nc1ncnc2c1ncn2[C@@H]1O[C@H](CNC(=O)[C@H](N)Cc2cscn2)[C@@H](O)[C@H]1O	-1	1.4	1	-1.6	16	-1	/	/	/	8
O=S1(=O)N=C(N=Nc2c(O)[nH]c3ccccc23)c2ccccc21	-5	/	6	-1.1	4	-5	-1.5	8	10	13
O=C1C(Cc2ccccc2)Nc2ncnc(N3CCN(c4ccccc4)CC3)c2N1Cc1ccc(Cl)cc1 (stereo not drawn)	4	-0.4	8	-2.4	-6	-14	1.2	-8	/	18
Cc1ccc(C(=O)N2CCN(c3ccc4c(c3)C3CC4CCN3C(=O)OCc3ccccc3)CC2)cc1 (stereo not drawn)	5	-1.0	14	-1.5	4	/	/	/	/	/
CCOC(=O)c1c(NC(=O)CN2CCOCC2)sc2c1CCCC2=O	-2	30	1	-4.3	-2	7	-1.3	5	6	18
COC(=O)c1ccccc1NC(=O)Oc1ccc(F)cc1	15	-1.8	3	-0.8	-3	-4	-5.8	5	19	11
CCCCNCc1nc2ccccc2c(=O)[nH]1	5	/	22	-1.8	1	-16	-1.2	-4	24	-2
Cc1c(NC(=O)NC(=O)c2ccc(F)cc2)c(=O)n(-c2ccccc2)n1C	0	-0.7	18	-1.6	-3	-1	0.7	-13	12	6
O=C(COc1ccc(Cl)cc1Cl)NNC(=S)NCc1ccco1	1	/	6	-0.4	1	-2	0.5	0	-4	8
N#CC1=C(N)OC2=C(C(=O)CCC2)C1c1ccsc1 (stereo not drawn)	0	-0.7	13	-0.3	-7	4	-0.8	1	27	4
c1coc(-c2ncc[nH]2)c1	3	-2.1	3	0.0	-18	-7	2.2	9	12	7
CCN=C1S/C(=C\c2ccc(Sc3ccc(Cl)cc3)o2)C(=O)N1CC	-3	-5.0	-6	-1.7	-4	1	0.4	9	34	7
CC1CCN(CCCOc2ccc(Cl)cc2Br)CC1	0	-0.6	-9	0.4	-4	-2	-2.5	-1	12	1
Cc1ccc2nc3c(c(C(=O)O)c2c1)CCC3	0	-1.4	9	2.5	-4	3	1.4	-4	21	7
COc1cc2c(cc1OC)CN(CC(=O)Nc1ccc3c(c1)OC(F)(F)O3)CC2	-1	-3.8	-2	-1.6	-8	2	-0.6	2	35	21
Cc1ccc(C)c(S(=O)(=O)N2CCN(C(=O)C3CCN(C(=O)c4ccc(F)cc4)CC3)CC2)c1	-2	/	-5	-0.9	-5	2	-2.1	-3	/	5
Nc1ccccc1SCC(=O)Nc1ccc(N2CCOCC2)cc1	-1	1.1	3	-4.4	?	-7	1.5	-6	34	0

Results in UGM FP inh, for 2 of the compounds above:
compound,UGM FP inh
O=C(C1CCC1)N1CCc2cc(S(=O)(=O)NC3CCCc4ccccc43)ccc21 (stereo not drawn),-2.5
Nc1nc(Nc2ccccc2F)nc(N2CCCC2)c1[N+](=O)[O-],0.1

The results go on:
SMILES	Mtb FBA inh	Mtb BioA inh	CCHFV vOTU inh	FadD28 binding	BoNT-F LC inh	MazEF act	UGM FP inh	Rv3671c inh	VHR inh abs	GDH-TPI inh
CC(=O)Nc1ccc(S(=O)(=O)N2CCSC2)cc1	1	-0.7	-18	-0.7	?	0	1.2	0	17	4
CCN1CCN(C(=O)C2CCN(C(=O)c3cc4sccc4n3CC)CC2)CC1	1	-1.6	-5	-1.1	-4	5	2.5	-3	-2	15
CCOc1ccc(NC(=O)CN(C)C(=O)CCNC(=O)c2ccc(Br)cc2)cc1OCC	2	-0.4	13	1.4	17	-5	-0.9	1	/	7
CCCNC(=O)C1CC(=O)N(c2ccc(OCC(=O)Nc3cc(C)cc(C)c3)cc2)C1 (stereo not drawn)	2	-1.7	1	-1.3	-4	5	0.4	4	8	-2
O=C(Cc1ccc(F)cc1)N1CCC(N2CCC(C(=O)N3CCOCC3)CC2)CC1	-1	/	-8	-5.4	0	-7	1.6	5	12	2

Already shown: an excerpt of the list.
SMILES	Mtb FBA inh	Mtb BioA inh	CCHFV vOTU inh	FadD28 binding	BoNT-F LC inh	MazEF act	UGM FP inh	Rv3671c inh	VHR inh abs	GDH-TPI inh
CCN1CCN(C(=O)C2CCN(C(=O)c3cc4sccc4n3CC)CC2)CC1	1	-1.6	-5	-1.1	-4	5	2.5	-3	-2	15
CCOc1ccc(NC(=O)CN(C)C(=O)CCNC(=O)c2ccc(Br)cc2)cc1OCC	2	-0.4	13	1.4	17	-5	-0.9	1	/	7
CCCNC(=O)C1CC(=O)N(c2ccc(OCC(=O)Nc3cc(C)cc(C)c3)cc2)C1 (stereo not drawn)	2	-1.7	1	-1.3	-4	5	0.4	4	8	-2
O=C(Cc1ccc(F)cc1)N1CCC(N2CCC(C(=O)N3CCOCC3)CC2)CC1	-1	/	-8	-5.4	0	-7	1.6	5	12	2

Source: PubChem
